esBAF inh – inhibitors of esBAF chromatin remodeling in mouse ES cells; Bmi1-luciferase knock-in reporter, 24 h; 100% = twice the neutral-well signal; reporter increase, % at 12.5 µM; actives 2% (n = 350,000); AID 602393; in the data active = activation above about 40%; inconclusive = no clear call, values can overlap the other calls;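 note: 0% = median of the plate's neutral control wells and 100% = double that signal; a rise in the Bmi1 reporter signal indicates esBAF inhibition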
RAD52 inh – RAD52 (human) annealing inhibition; P43351; recombinant RAD52 DNA annealing, FRET fluorescence; inhibition, % at 18.7 µM; actives 0.46% (n = 360,000); AID 651710;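 active = every replicate showing at least 50% inhibition; inconclusive = mean inhibition at least 50% but not in every replicate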
ERp5 block – ERp5 (human) disulfide isomerase inhibition | ERp5 insulin aggregation, absorbance 650 nm, 90 min | inhibition, % at 9.99 µM | Q15084 | actives 0.05% (n = 350,000);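 active = mean replicate inhibition above about 25%, with every replicate also reaching it, limit read from the data, passing the limit was not always enough; inconclusive = only one of those two criteria met; inactive = neither criterion met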
ERAP1 inh – ERAP1 (human) enzyme inhibition | Q9NZ08 | recombinant ERAP1, Leu-AMC fluorescence, 60 min | actives 0.15% (n = 340,000) | inhibition, % at 10.7 µM;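 active = mean replicate inhibition of at least 30%, or all replicates individually reaching that 30% level; inactive = mean below 30% and not every replicate reaching it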;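 note: 0% = neutral control wells and 100% = L-leucinethiol positive control wells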
E-selectin induc – E-selectin induction on HUVECs; HUVEC E-selectin immunofluorescence imaging; normalized: neutral wells 0, TNF-alpha wells 100; activation, % at 7.58 µM; P16581; actives 0.37% (n = 260,000);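 active = mean E-selectin-positive cell signal at least 10% of the positive control, reached in at least 60% of replicates, without over 20% cell loss; inconclusive = no rule given, readout overlaps actives, possibly toxicity-flagged; inactive = the rest, including those meeting only one limit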;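 note: in these data hits start at about 27%; measured in HUVEC primary endothelial cells; signal is the percent of cells scored E-selectin positive by PE staining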
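Assay system: HUVEC, human umbilical vein endothelial cells / Amount: 3,000 HUVEC/well / Controls: TNF-alpha positive control, DMSO neutral control / Compound dosing: single concentration / Medium: EGM-2 over gelatin coat / Evaluation: percent E-selectin-positive cells / Signal: immunofluorescence imaging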
RAD54 branch – RAD54 (human) branch migration inhibition. actives 0.14% (n = 360,000). Q92698. inhibition, % at 10.4 µM. RAD54 Holliday junction branch migration, FAM/BHQ fluorescence;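 active = mean normalized replicate activity at least 40 and at least half of replicates scoring 40 or more; inconclusive = only one of the two criteria met; inactive = mean below 40 and under half of replicates reaching 40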;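 note: 0% = median of neutral control wells and 100% = median of positive control wells; inhibitors cause a drop in the FAM fluorescence signal; in these data hits start at about 50%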
Target sequence (Q92698 whole entry, looked up): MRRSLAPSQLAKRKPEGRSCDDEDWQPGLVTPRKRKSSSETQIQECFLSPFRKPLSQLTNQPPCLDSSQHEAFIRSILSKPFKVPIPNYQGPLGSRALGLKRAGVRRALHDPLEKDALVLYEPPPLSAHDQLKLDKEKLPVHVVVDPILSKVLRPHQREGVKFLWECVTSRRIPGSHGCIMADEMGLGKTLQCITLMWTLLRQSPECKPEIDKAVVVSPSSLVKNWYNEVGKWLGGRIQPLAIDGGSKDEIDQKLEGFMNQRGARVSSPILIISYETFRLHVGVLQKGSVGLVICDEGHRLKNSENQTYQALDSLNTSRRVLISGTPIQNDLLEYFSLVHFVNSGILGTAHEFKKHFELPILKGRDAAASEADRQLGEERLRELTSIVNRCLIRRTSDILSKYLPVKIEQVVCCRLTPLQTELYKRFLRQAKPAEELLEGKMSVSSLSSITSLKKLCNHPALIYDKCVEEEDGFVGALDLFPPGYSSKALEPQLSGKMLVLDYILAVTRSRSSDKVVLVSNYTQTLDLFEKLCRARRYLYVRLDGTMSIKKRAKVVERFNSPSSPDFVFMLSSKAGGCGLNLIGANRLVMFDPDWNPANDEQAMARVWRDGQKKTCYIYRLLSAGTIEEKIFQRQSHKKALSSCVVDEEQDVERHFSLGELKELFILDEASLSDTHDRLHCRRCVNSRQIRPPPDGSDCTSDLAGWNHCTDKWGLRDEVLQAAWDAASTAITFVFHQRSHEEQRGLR
S100A4 MyoIIA – inhibitors of human S100A4 binding to myosin IIA peptide; AID 652163; P26447; S100A4/TAMRA-MyoIIA peptide fluorescence polarization; actives 0.14% (n = 360,000); inhibition, % at 10.7 µM;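 active = mean inhibition of at least 70% across replicates, with every replicate also reaching that level; inconclusive = mean inhibition reaches 70% but some replicates fall short; inactive = mean inhibition below 70%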
Target sequence (P26447 whole entry, looked up): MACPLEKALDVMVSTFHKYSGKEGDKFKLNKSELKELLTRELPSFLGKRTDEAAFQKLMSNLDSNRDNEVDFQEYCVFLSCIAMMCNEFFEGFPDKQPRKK
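Material: S100A4 monomer protein / Buffer or medium: 50 mM HEPES pH 7.2, 10 mM CaCl2, 100 mM KCl / Times: 5 min incubation before reading / Benchmarks: neutral control DMSO, positive control TFP / Reagent: labelled myosin peptide probe, 5 nM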
XiGFP reactiv – activators of X-chromosome reactivation in mouse fibroblasts; actives 0.055% (n = 360,000); activation, % at 7.58 µM; XiGFP mouse fibroblasts, % GFP-positive cells imaging, 3 d; cells co-treated with 5-aza-dC sensitizer; scaled so ellipticine positive control = 100%;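 active = mean normalized replicate activation at least 10% and every replicate at or above 10%; inconclusive = only one of the two criteria met; inactive = mean below 10% and not all replicates reach 10%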;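 note: 0% = median of on-plate neutral control wells and 100% = ellipticine 6 µM median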
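System: XiGFP fibroblasts, SV40-immortalized. Medium: DMEM plus 5-aza-dC sensitizer. Doses: single point. Timing: 3 d treatment, 15 min room-temperature fixation. Control set: ellipticine 6 µM.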
An asterisk follows results filed as active; ? = inconclusive; · = not tested or not shown; & = joins results of further samples.

SMILES	esBAF inh	RAD52 inh	ERp5 block	ERAP1 inh	E-selectin induc	RAD54 branch	S100A4 MyoIIA	XiGFP reactiv
C[C@H]1CN([C@@H](C)CO)C(=O)Cc2cc(NC(=O)CCN3CCOCC3)ccc2O[C@@H]1CN(C)Cc1ccncc1	-1	-5	2	0	1.3	-1	7	0.1
O=C1C=CC2(C=C1)O[C@H](Cc1ccccc1)[C@@H](Cc1ccccc1)O2	·	8	3	-1	-0.3	·	0	0.7
CC(=O)N(C)C[C@@H]1[C@@H](c2ccc(C#Cc3ccccn3)cc2)[C@@H](CO)N1C(C)=O	·	-25	-4	1	0.2	·	-11	-0.1
C[C@H](NC(=O)/C=C/[C@H]1O[C@@H](n2ccc(=O)[nH]c2=O)[C@H](O)[C@@H]1O)C(=O)O	5	-11	1	-1	-0.1	-19	2	0.2
CN(Cc1ccccc1)C(=O)C1(C)CCN1C(=O)Cc1ccc(Cl)cc1Cl (configuration not stated)	-1	-5	1	-2	-0.2	-9	-6	0.1
CCOC(=O)CC(=O)c1sc2c(c1N)c(=O)[nH]c(=O)n2-c1ccc(OC)cc1	0	-22	1	-1	0.1	3	-5	0.3
COc1ccccc1CNc1nc(Nc2ccc(C)cc2C)c2sccc2n1	-21	4	-8	-1	·	3	-3	-0.1
C/C(=N\NC(N)=O)c1ccc(-n2ccnc2)cc1	2	-3	17	0	-1.2	3	3	0.1
CCOc1ccc(NC(=O)CN(C)C(=O)CC(NC(=O)c2ccccc2)c2ccccc2)cc1OCC (configuration not stated)	7	-1	8	-3	0.5	-4	-3	-0.1
C[C@H](NC(=O)c1ccco1)C(=O)Nc1nc(-c2ccccn2)cs1	·	-17	-1	1	-0.3	·	-2	0.0
CCOC(=O)C1=C(CS(=O)(=O)c2ccccc2)NC(=O)NC1c1cc(OC)c(O)c(OC)c1 (configuration not stated)	5	-7	1	0	0.0	9	-1	0.1
C[C@@H]1CN([C@H](C)CO)S(=O)(=O)c2ccc(C#Cc3ccc(F)cc3)cc2O[C@@H]1CN(C)CC1CC1	-4	38	7	8	-0.1	-11	-32	-1.2
CCOC(=O)C1=C(C)NC(C)=C(C(=O)OCC)C1C(=O)OCC(=O)N1c2ccccc2CC1C (configuration not stated)	-2	-14&-7	2&-15	12&8	0.4	4	-8&6	-0.2
CN1C(=O)c2cc(NC(=O)NCc3ccccc3)ccc2OC[C@H]2O[C@@H](CC(=O)NCC3CCCCC3)CC[C@H]21	-2	-2	-1	2	0.5	0	64	0.0
CCOC(=O)CSc1nc(=O)n2ccccc2n1	·	-19	-6	-4	-0.5	·	-20	0.0
CC1CC(NC(=O)c2c(O)nc3ccccn3c2=O)CC(C)(C)C1 (configuration not stated)	0	2	-12	-3	-0.2	-13	-2	0.1
O=C(CNS(=O)(=O)c1ccc(F)c(Cl)c1)N1CCCCCC1	-9	-19	4	1	-0.4	6	-1	0.1
O=C(NC1CCCC1)c1cc2c(=O)n3ccccc3nc2s1	30	-14	4	-22	·	-5	-1	-0.3
COc1ccc(CCNC(=O)CC(c2ccccc2)c2cccc(C)c2O)cc1OC (configuration not stated)	-8	-18	1	7	·	-7	-20	0.0
CCCN(C)C[C@@H]1OCc2cnnn2CCCC(=O)N([C@@H](C)CO)C[C@@H]1C	-8	-1	4	0	-0.2	1	3	-0.5
COc1ccccc1OCC(=O)N(Cc1nc(-c2ccccc2)no1)C(C)C	1	-13	2	-4	-0.1	-1	-4	-0.1
Cc1cccc(NC(=S)N(CCCN2CCOCC2)C(C)c2cc3ccccc3o2)c1 (configuration not stated)	·	-11	2	·	-0.2	·	-1	0.3
Cc1[nH]c(C)c(S(=O)(=O)NCCc2ccccc2)c1C(=O)N1CCCCC1	12	-1	4	3	·	-8	-2	0.0
Cc1ccc(NC(=O)C2(c3cccs3)CCOCC2)cc1C	·	-13	8	-2	·	-1	-4	-0.1
Cc1ccc(C)c(C(O)c2ncc(-c3ccccc3)[nH]2)c1 (configuration not stated)	-2	2	8	-2	-0.4	3	1	0.2
SMILES	esBAF inh	RAD52 inh	ERp5 block	ERAP1 inh	E-selectin induc	RAD54 branch	S100A4 MyoIIA	XiGFP reactiv
COc1ccccc1NC(=O)c1cc(Cl)nc2ccccc12	-4	-25	-1	·	3.2	·	-3	-0.1
CN(Cc1cccc(F)c1)C(=O)CN1CCN(S(=O)(=O)c2ccc3c(c2)OCCCO3)CC1	-2	-7	4	2	-0.3	4	0	0.0
O=C(COC(=O)CCN=C1NS(=O)(=O)c2ccccc21)NNC(=O)c1ccc(Cl)cc1	-3	-20	0	-2	5.5	9	-2	0.1
CC1CN(C(=O)/C=C/c2ccccc2[N+](=O)[O-])CC(C)O1 (configuration not stated)	·	-14	6	0	2.8	·	-3	0.1
C[C@@H]1CC[C@@]2(O[C@H](CCO)C[C@@H](O)[C@@H]2O)O1	-12	-4	-2	5	-0.1	0	7	-0.3
CCOC(=O)C1=C(C)N=c2sc(=Cc3ccc(OCC(=O)O)cc3)c(=O)n2C1c1ccc(SC)cc1 (configuration not stated)	0	-428	1	6	·	13	0	0.2
COCCNC(=O)/C(C#N)=C/c1c(F)cccc1Cl	·	-10	?	-3	·	·	-1	0.1
CCCNC(=O)C[C@H]1CC[C@@H]2[C@H](COc3ccc(NC(=O)NC(C)C)cc3C(=O)N2C)O1	2	3	·	·	0.1	-8	·	0.2
CO[C@@H](CN(C)C(=O)c1ccc2c(c1)OCO2)[C@@H](C)CN([C@@H](C)CO)S(=O)(=O)c1ccc(F)cc1	3	2	2	0	0.0	4	4	0.1
CN1c2ccccc2-c2nc3ccccc3n2C1c1cccs1 (configuration not stated)	·	-4	3	-14	·	-3	7	0.2
O=c1cc(NCc2ccccc2)[nH]c(=O)[nH]1	·	-7	5	-2	8.8	·	-6	0.4
COc1ccccc1-n1cc2ccc([N+](=O)[O-])cc2n1	·	-13	-1	-1	·	·	-3	0.3
Cc1noc(C)c1S(=O)(=O)Nc1ccc2c(c1)C(=O)N([C@@H](C)CO)C[C@@H](C)[C@@H](CN(C)C(=O)CCC(F)(F)F)OCCCC[C@@H](C)O2	8	-2	0	-4	-0.1	1	-1	-0.3
COc1ccc(CN(C)CC(=O)Nc2ccccc2C(F)(F)F)cc1	·	-5	-2	1	1.3	·	1	0.1
O=C(c1cc(COc2cccc3cccnc23)on1)N1CCC[C@H]1CO	9	-3	8	-6	-3.0	-2	-11	0.0
C[C@@H]1CN([C@@H](C)CO)C(=O)c2c(c3ccccc3n2C)-c2ccccc2CO[C@@H]1CN(C)Cc1ccncc1	-6	14	2	0	-0.6	-17	-4	-0.1
C[C@@H]1CN([C@@H](C)CO)C(=O)c2cc(C3=CCCC3)cnc2O[C@H]1CN(C)Cc1ccccc1F	-4	13	1	3	-0.4	-2	0	-1.2
Cc1noc(C)c1S(=O)(=O)N(C)C[C@H]1Oc2ccc(NC(=O)CCCCCC(=O)Nc3ccccc3N)cc2CC(=O)N([C@H](C)CO)C[C@H]1C	4	-11	1	-2	-3.6	-24	-11	0.0
Cc1csc(=O)n1CCC(=O)OCc1nnc(-c2ccccc2)o1	10	-7	4	-3	·	-7	-1	0.1
Cc1noc(C)c1S(=O)(=O)N(C)C[C@@H]1OCCCC[C@H](C)Oc2ccc(NC(=O)Cc3ccccc3)cc2C(=O)N([C@@H](C)CO)C[C@H]1C	-1	-31	1	1	-0.2	-7	0	0.0
CC(C)CN(C(=O)COC(=O)c1cccnc1Cl)c1c(N)n(Cc2ccccc2)c(=O)[nH]c1=O	-3	2	-3	-1	0.3	-2	-7	-0.1
O=C(c1cccs1)N1CCN(Cc2nc(-c3ccccc3)no2)CC1	8	-30	2	1	-0.2	-11	-1	-0.1
O=c1[nH]c(=O)n([C@H]2C[C@H](O)[C@@H](CO)O2)cc1I	1	-8	5	0	0.1	15	1	0.2
COC(=O)c1ccc(CSCc2ccc(C(=O)OC)o2)o1	2	9	0	1	0.0	-7	2	0.1
O=C1CN(C(=O)NCC(=O)N[C@@H](Cc2ccccc2)C(=O)O)c2ccccc2N1	-3	-2	-6	-2	·	3	0	·

Rewritten field by field: 2 of the compounds above
mol: COC(=O)c1ccc(CSCc2ccc(C(=O)OC)o2)o1
- esBAF inh = 2
- RAD52 inh = 9
- ERp5 block = 0
- ERAP1 inh = 1
- E-selectin induc = 0.0
- RAD54 branch = -7
- S100A4 MyoIIA = 2
- XiGFP reactiv = 0.1

mol: O=C1CN(C(=O)NCC(=O)N[C@@H](Cc2ccccc2)C(=O)O)c2ccccc2N1
- esBAF inh = -3
- RAD52 inh = -2
- ERp5 block = -6
- ERAP1 inh = -2
- E-selectin induc = ·
- RAD54 branch = 3
- S100A4 MyoIIA = 0
- XiGFP reactiv = ·

Remaining list, next part:
SMILES	esBAF inh	RAD52 inh	ERp5 block	ERAP1 inh	E-selectin induc	RAD54 branch	S100A4 MyoIIA	XiGFP reactiv
CSc1nc(N)c(C(=O)NC2CCCCC2)s1	19	13	0	1	0.0	-12	-4	0.1
COc1cccc(-c2cn(CC[C@H]3CC[C@@H](NC(=O)CN(C)C)[C@@H](CO)O3)nn2)c1	-1	-9	3	-2	-0.2	-3	-2	0.7
Cc1csc(=O)n1CCC(=O)OCC(=O)Nc1cc(Cl)ccc1[N+](=O)[O-]	·	-13	-3	-2	0.1	·	-3	0.3
Cc1cc(=O)oc2cc(OC(C)C(=O)NCCCN3CCCC3=O)c(Cl)cc12 (configuration not stated)	-7	-3	10	1	·	-3	-7	0.0
COc1cc([C@@H]2CC=C(C(=O)O)[C@H](c3ccccc3)N2S(=O)(=O)c2ccc(C)cc2)cc(OC)c1OC	-5	-1	1	·	0.1	-7	20	0.1
Cc1ccc(-c2cnc3c(c2)C(=O)N([C@@H](C)CO)C[C@@H](C)[C@H](CN(C)CC2CCCCC2)O3)cc1	-13	5	0	-3	0.2	9	17	-0.6
CO[C@@H]1CN(C)C(=O)c2ccc(NC(=O)c3ccccc3F)cc2OC[C@H](C)NC[C@@H]1C	-2	-6	1	2	-0.1	2	-14	0.4
CC(C)Cc1csc(NC(=O)C(C)C)c1C(=O)O	-5	-7	1	5	-0.4	-1	7	-0.1
COC(=O)[C@]1(CC(C)C)N[C@H](c2ccc(-c3ccc(Cl)c(Cl)c3)cc2)[C@@H]2C(=O)N(C)C(=O)[C@@H]21	2	-1	4	-2	0.1	-8	-4	0.1
CC(C)(C)Nc1nc(Cl)nc(NCc2ccccc2)n1	·	-25	1	-3	·	7	-1	0.3
Cc1cccc(CN2CCN(C3CN(Cc4cn(Cc5cc(C)cc(C)c5)nn4)S(=O)(=O)C3)CC2)c1 (configuration not stated)	·	-18	-2	·	-0.1	·	2	0.1
CCCC1CC(C)(c2csc(Nc3ccc(OCC)cc3)n2)OC1=O (configuration not stated)	12	-10	4	0	·	1	-1	·
Cn1c2ccccc2n2c(=O)cc(-c3ccccc3)c(C#N)c12	·	-5	2	-2	·	·	2	0.0
COc1ccc(N(CC(=O)NC2CCCC2)S(=O)(=O)c2ccc(NC(C)=O)cc2)cc1	-7	-8	3	-3	·	-6	-6	0.1
COc1ccc(OC)c(NC(=O)CCOc2cccc(C)c2)c1	-7	-4	1	-2	·	0	6	·
CCCCC[C@@H](C)N1C[C@H](COCc2ccccc2)Oc2cc(N3CC[C@@H](O)C3)ccc2S1(=O)=O	·	-10	-2	-7	1.1	·	-2	-0.1

Screens (PubChem)
